L929 necroptosis = L929 zVAD cell death inhibition. L929 zVAD necroptosis rescue, ATP luminescence, 24 h; with zVAD 60 µM. viability rescue, % at 10 µM. 220,000 compounds, 0.38% hits;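 active = activation, scaled between plate controls, above about 75%, limit read from the data; inactive = activation under that limit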;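 note: 0% = zVAD with DMSO and 100% = DMSO alone without zVAD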
Rad51 HR inh = Rad51 (human) homologous recombination inhibition. inhibition, % at 10 µM. Q06609. hRad51 DNA strand exchange, fluorescence dequenching. 200,000 compounds, 0.085% hits;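 active = inhibition above 40% at the single screening dose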;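 note: 0% = DMSO control wells and 100% = blanks with heterologous ssDNA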
Target sequence (Q06609 whole entry, looked up): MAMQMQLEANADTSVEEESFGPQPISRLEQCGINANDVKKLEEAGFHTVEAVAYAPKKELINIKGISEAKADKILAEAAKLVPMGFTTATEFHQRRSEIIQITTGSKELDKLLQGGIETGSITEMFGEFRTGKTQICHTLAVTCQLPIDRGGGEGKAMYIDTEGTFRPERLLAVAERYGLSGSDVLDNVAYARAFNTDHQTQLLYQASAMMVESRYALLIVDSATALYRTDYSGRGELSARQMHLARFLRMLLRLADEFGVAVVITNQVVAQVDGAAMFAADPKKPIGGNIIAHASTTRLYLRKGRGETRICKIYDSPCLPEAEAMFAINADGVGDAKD
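System: hRad51 filaments on single-stranded DNA; reagent: Fluorescein- and BHQ1-tagged 47-mer duplex; compound dosing: one concentration, 10 µM final; timing: filaments 15 min 37 °C, then compound 30 min; measured by: fluorescein emission 520 nm, excitation 485 nm; benchmarks: per-plate controls and blanks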
FXIa inh = inhibitors of human coagulation factor XIa. P03951. purified FXIa, Boc-Glu-Ala-Arg-AMC fluorogenic substrate. inhibition, % at 5 µM. 220,000 compounds, 0.14% hits;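 active = inhibition of at least 40%; inactive = inhibition below 40%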;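 note: fluorescence of freed AMC excited at 355 nm; 0% = enzyme without compound and 100% = no enzyme blank; many of its hits are not listed in these tables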
Thrombin inh = inhibitors of human thrombin; P00734; alpha-thrombin, Boc-VPR-AMC fluorogenic substrate cleavage; inhibition, % at 5 µM; 220,000 compounds, 0.26% hits; AID 1046;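 active = inhibition at or above 40%; inactive = inhibition below 40%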;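 note: 0% = enzyme with no compound and 100% = wells without enzyme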
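Material: human alpha-thrombin enzyme / Medium: pH 7.5 Tris (50 mM) with NaCl 150 mM, Tween 20 0.05% / Compound: single-point dosing at 5 µM, 0.2% DMSO / Incubation: enzyme reaction carried out at room temperature / Detection: AMC fluorescence, 355/460 nm / Read-out basis: percent inhibition scaled between no-compound controls and no-enzyme blanks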
KCC2 mod = modulates chloride dependent transport by human KCC2; Q9H2X9; KCC2 cells, thallium flux FluoZin-2 fluorescence; B-score of Tl+ flux slope (higher = more flux/activation; lower = inhibition) at 10 µM; 190,000 compounds, 2.2% hits;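 active = thallium flux slope and its plate-corrected score both differing from the plate sample mean at a set confidence after two filtering rounds, in either direction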;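 note: slope of fluorescence scaled to starting intensity during 10 to 20 s after thallium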
Hck Nef HTS = blocks Nef-activated human Hck kinase | Recombinant Hck-YEEI plus Nef, Z-Lyte FRET kinase assay | P08631 | inhibition, % at 20 µM | 220,000 compounds, 0.68% hits;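 active = Hck-Nef kinase inhibition above about 50%, limit read from the data; inactive = inhibition below that limit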;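 note: 0% = DMSO with Hck plus Nef and 100% = Hck alone without Nef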
Target sequence (P08631 whole entry, looked up): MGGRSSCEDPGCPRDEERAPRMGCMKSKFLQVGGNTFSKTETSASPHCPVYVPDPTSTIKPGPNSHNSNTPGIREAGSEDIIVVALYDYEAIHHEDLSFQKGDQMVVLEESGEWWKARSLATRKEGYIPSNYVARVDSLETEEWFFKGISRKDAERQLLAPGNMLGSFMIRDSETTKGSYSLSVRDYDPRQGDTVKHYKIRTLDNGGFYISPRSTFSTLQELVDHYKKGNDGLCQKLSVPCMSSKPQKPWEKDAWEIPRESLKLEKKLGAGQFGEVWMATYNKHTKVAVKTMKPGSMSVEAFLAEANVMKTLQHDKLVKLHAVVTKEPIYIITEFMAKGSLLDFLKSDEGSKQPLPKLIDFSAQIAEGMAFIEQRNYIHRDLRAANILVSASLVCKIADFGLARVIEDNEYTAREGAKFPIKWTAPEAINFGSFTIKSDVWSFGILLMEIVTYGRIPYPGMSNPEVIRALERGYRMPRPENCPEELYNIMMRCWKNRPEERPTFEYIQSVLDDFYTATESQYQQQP
FXIIa inh = blocks human coagulation factor XIIa protease activity. P00748. purified FXIIa, Boc-QGR-AMC fluorogenic substrate, 2 h. inhibition, % at 5 µM. 220,000 compounds, 0.3% hits. AID 800; in the data active = inhibition above about 40%;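 note: 0% = enzyme with no compound and 100% = blank without enzyme; many of its hits are not listed in these tables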
TNF necrop inh = blocks TNF-alpha induced death of Jurkat FADD-/- cells | Jurkat FADD-/- TNF necroptosis rescue, ATP luminescence, 24 h; 0 = TNF only, 100 = no-TNF cells | activation (protection from cell death), % at 10 µM | 220,000 compounds, 0.068% hits | AID 463075;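 active = activation, meaning protection from cell death, of at least 50% relative to plate controls; inactive = activation below 50%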;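 note: necroptosis triggered by 40 ng/mL TNF-alpha added together with compound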
hK5 inh = kallikrein 5 (human) inhibition | Q9Y337 | recombinant hK5, fluorogenic AMC substrate cleavage | inhibition, % at 5 µM | 210,000 compounds, 0.59% hits;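 active = inhibition of 40% or more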;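 note: 0% = enzyme controls without compound and 100% = no-enzyme blanks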
Target sequence (Q9Y337 67-293 limits assumed): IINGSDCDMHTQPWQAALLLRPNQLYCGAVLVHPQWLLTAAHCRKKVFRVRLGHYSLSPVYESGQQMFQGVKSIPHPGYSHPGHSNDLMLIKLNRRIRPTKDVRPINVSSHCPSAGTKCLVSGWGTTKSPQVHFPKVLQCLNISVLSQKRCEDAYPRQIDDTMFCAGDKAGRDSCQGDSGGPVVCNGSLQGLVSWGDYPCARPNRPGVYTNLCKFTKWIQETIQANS
* marks the source's active call; other numbers are inactive results; x = no result given.

SMILES	L929 necroptosis	Rad51 HR inh	FXIa inh	Thrombin inh	KCC2 mod	Hck Nef HTS	FXIIa inh	TNF necrop inh	hK5 inh
Cc1ccc(S(=O)(=O)NCCC(=O)OCn2nnc3ccccc3c2=O)cc1	-0.1	-8.8	3.4	-3.0	0.309	-0.8	1.9	2.9	-17.0
O=C(NCc1ccco1)c1nn2cccnc2c1Cl	0.2	7.2	7.7	x	-0.0962	20.7	13.3	1.0	3.0
COc1ccc(Nc2nc3c(C)cccc3cc2C#N)c(OC)c1	0.5	x	-7.3	-5.3	-0.0844	-1.2	-2.5	0.4	-10.3
COc1ccc(NC(=O)N2CCCCCC2)c(OC)c1	2.5	5.9	-5.1	-0.9	-1.35	6.7	1.3	-0.3	-9.6
O=C(NCCN1CCCC1)C1CCN(S(=O)(=O)N2CCC3(CC2)OCCO3)CC1	-0.2	-4.8	-15.3	1.4	0.302	3.3	11.2	-0.6	8.0
Brc1cccc2sc(N3CCCC3)nc12	0.9	4.3	-0.2	6.9	0.66	2.3	2.1	-0.2	-12.1
O=C(Nc1ccc(F)cc1F)c1cc2n(n1)C(C(F)(F)F)C1CCCCC1N2 (stereo not drawn)	0.7	8.5	2.6	3.3	6.15	-0.1	4.7	0.8	-17.6
O=c1c2cnn(-c3ccccc3)c2nc(-c2cccs2)n1-c1ccc(Cl)cc1	0.2	-2.0	-5.7	0.6	-0.426	1.2	-12.3	-7.9	-12.2
CN(C)c1ccc(C(=O)OCC(=O)Nc2ccc(S(N)(=O)=O)cc2)cc1	0.0	1.3	2.6	1.8	0.707	-0.4	18.3	0.1	-11.3
O=C(NCCn1cc(SCc2ccc(F)cc2)c2ccccc21)c1c(F)cccc1F	x	0.3	9.8	-1.1	-1.19	-3.4	12.0	0.0	-1.2

Next section; the last 3 above are carried over.
SMILES	L929 necroptosis	Rad51 HR inh	FXIa inh	Thrombin inh	KCC2 mod	Hck Nef HTS	FXIIa inh	TNF necrop inh	hK5 inh
O=c1c2cnn(-c3ccccc3)c2nc(-c2cccs2)n1-c1ccc(Cl)cc1	0.2	-2.0	-5.7	0.6	-0.426	1.2	-12.3	-7.9	-12.2
CN(C)c1ccc(C(=O)OCC(=O)Nc2ccc(S(N)(=O)=O)cc2)cc1	0.0	1.3	2.6	1.8	0.707	-0.4	18.3	0.1	-11.3
O=C(NCCn1cc(SCc2ccc(F)cc2)c2ccccc21)c1c(F)cccc1F	x	0.3	9.8	-1.1	-1.19	-3.4	12.0	0.0	-1.2
COc1ccc(-c2nc(C(N)=O)c3[nH]c(=O)n(-c4cccc(C)c4)c3n2)c(OC)c1	11.4	2.8	-0.3	-0.3	-0.74	0.1	9.7	-5.0	-14.5
N#Cc1cc2c(nc1SCc1ccccc1)CCCC2	x	x	-13.6	-8.9	-0.0457	-1.1	-0.5	0.8	-5.8
COc1ccc(NC(=O)C2CCCN(C(=O)NC3CCCCC3)C2)cc1OC (stereo not drawn)	0.3	-9.8	6.1	3.0	0.697	-0.4	15.0	0.7	-10.7
CC(C)CN1CN(S(=O)(=O)c2cccs2)c2nc3ccccc3nc21	-0.6	-3.4	2.6	-2.0	0.076	-1.3	16.4	-2.0	-18.6
Cc1ccccc1NC(=O)c1ccc(CN2CCC(Cc3ccccc3)CC2)cc1	-0.4	-1.7	1.6	1.2	x	-0.8	15.9	-11.6	-10.8
CCOC(=O)C(C)n1cnc2sc3c(c2c1=O)CCC3 (stereo not drawn)	-0.3	4.0	5.6	18.7	-0.605	3.9	13.5	3.6	40.5*
Cc1ccc2c(=O)[nH]c(Cc3ccccc3C(=O)O)nc2c1	0.1	14.4	0.4	0.7	-2.11	16.5	7.9	-5.4	-0.8
COc1ccc(-n2nnnc2SCC(N)=O)cc1	-0.1	0.7	-2.4	-0.7	0.0263	13.3	14.1	-0.4	-3.5
CCNC(=S)N/N=C/c1ccc(OCCOc2ccccc2C)cc1	-0.2	0.3	-3.8	-0.7	x	1.9	8.3	-4.3	-5.4
N#CCO/N=C(\c1ccccc1)c1ccncc1	-0.2	-5.0	4.7	2.5	0.827	3.6	17.4	-3.4	4.5
CC1CCN(S(=O)(=O)c2ccc(F)c(C(=O)O)c2)CC1	0.8	0.4	5.0	-23.2	0.362	3.1	0.9	1.3	-0.8
COCCNC(C(=O)Nc1ccc(C)cc1[N+](=O)[O-])c1ccccc1 (stereo not drawn)	-0.1	1.3	0.9	-11.7	0.817	35.8	9.5	0.4	2.3
O=C(Nc1ccc(CN2CCOCC2)cc1)c1ccc(-c2ccc(Br)cc2)o1	3.1	-9.4	0.9	-7.1	0.0555	-2.7	19.6	-2.4	-11.5
COCCCn1c(SCC(=O)N2CCc3ccccc32)nnc1-c1ccco1	-0.6	-1.8	11.1	5.8	-0.147	12.2	18.7	0.5	-3.0
CCOc1cc(CNc2ccc3c(c2)CCC3)ccc1O	0.5	7.8	1.5	5.4	-0.223	0.1	13.2	-8.3	-8.1
Cc1no[n+]([O-])c1COc1cccc(/C=N/Nc2nncn2N)c1	-0.7	0.2	-2.8	2.1	0.448	4.7	6.4	-7.2	-1.5
Cc1cc(C)n(-c2ccc(Cl)c(C(=O)Nc3cc(C(F)(F)F)ccc3Cl)n2)n1	0.4	0.2	6.6	-13.1	0.835	1.8	13.2	-0.6	-3.8
O=C(CSc1ncn[nH]1)NCCc1ccccc1	0.6	-2.2	3.7	3.6	x	-0.7	9.2	1.1	-3.6
CNC1=C(N(C(C)=O)c2ccc(Br)cc2)C(=O)c2ccccc2C1=O	15.1	-4.6	-2.1	-8.0	0.289	-0.6	2.2	-10.9	-11.7
CCOC(=O)N1CCC(Nc2c(NCCCOC)c(=O)c2=O)CC1	0.3	7.0	-0.1	-0.9	-0.335	-1.3	-0.8	0.1	-0.1
COC(=O)CNC(=O)c1ccc(=O)oc1	0.0	-5.0	0.2	-10.1	x	-0.9	-0.1	-0.4	-5.1
CC(C)NC(=O)C12CC3CC(C1)CC(C(=O)NC(C)C)(C3)C2	-1.0	-5.7	6.6	-6.3	-0.0286	-45.8	x	0.1	0.4
CC(=O)Nc1ccc2c(COC(=O)CC3Sc4ccccc4NC3=O)cc(=O)oc2c1 (stereo not drawn)	0.1	1.5	-5.4	1.6	-0.224	2.2	3.9	2.1	-10.7
Cc1cc(C)nc(-n2nc(C)cc2NC(=O)COC(=O)CCC(=O)c2cccs2)n1	-0.5	7.6	-0.7	7.6	-0.766	3.0	-2.5	0.0	-6.5
COc1ccc(C(=O)c2coc3ccc(O)c(CN4CCOCC4)c23)cc1	-0.3	3.4	0.3	-5.5	-0.41	22.5	10.5	-0.8	-16.6
CC(C(=O)Nc1ccc(S(=O)(=O)N2CCOCC2)cc1)N1CCN(c2ccccn2)CC1 (stereo not drawn)	0.2	-11.4	1.5	x	0.515	21.5	3.4	0.5	-2.6
O=C(Nn1cnnc1)c1ccccc1-c1ccccc1	0.3	-3.4	-1.3	-6.0	0.366	-23.4	4.8	-1.1	-8.8
COc1ccc(CCNC(=O)c2ccc3c(SCC(=O)O)c4c(nc3c2)CCCC4)cc1OC	6.4	-2.8	-1.2	12.3	-0.934	25.6	12.0	0.4	-1.5
COC(=O)c1sc(NC(=O)/C=C/c2ccc(C)cc2)nc1C	0.7	x	7.3	-0.2	0.421	6.8	10.5	2.7	-18.5
Cc1ccc(-n2ncc(C#N)c2/N=C/N(C)C)cc1	0.0	0.4	1.2	-8.7	-0.582	6.7	-1.6	-0.9	-2.7
COC(=O)c1c(NC(=O)c2cccs2)sc2c1CCC(C)C2 (stereo not drawn)	0.2	2.0	-0.6	-16.7	-0.0133	0.5	-5.0	2.2	1.1
O=C(COc1cccnc1[N+](=O)[O-])NCCc1ccccc1	2.5	9.3	0.9	-8.8	0.514	24.5	7.7	-0.2	3.4
Cn1c(Cc2cccc3ccccc23)nnc1SCC(=O)N1CCN(c2ccccc2)CC1	-0.3	3.3	-12.7	4.4	x	0.4	5.2	-7.8	0.7
O=C(O)Cn1nc(-c2ccccc2)oc1=O	1.7	1.3	0.2	0.9	x	-2.0	10.6	0.9	6.3
COc1cc(C2N(C)CCC3(OCCO3)C2(C)C)cc(OC)c1OC (stereo not drawn)	-0.1	11.9	-1.1	-2.1	-0.0398	2.6	4.9	0.8	-17.2
Cc1ccc(NS(=O)(=O)c2ccc(CCC(=O)NCc3cccnc3)cc2)cc1	0.5	13.9	-4.8	-2.7	0.17	4.6	3.9	0.3	-8.7
CC(C)CN(C(=O)COC(=O)c1cc2c(s1)CCC2)C1CCS(=O)(=O)C1 (stereo not drawn)	-0.5	-1.3	1.3	1.3	-0.14	4.6	-8.0	-1.2	-1.6
COc1ccc(CCn2c(C(C)C)nc3c(c(=O)c4ccccc4n3C)c2=O)cc1	2.0	2.1	6.0	-1.5	-4.25*	-0.7	4.3	-0.1	4.6
COc1cc(/C=C2\SC(=S)N(NC(=O)c3ccncc3)C2=O)ccc1O	-0.9	-98.5	-0.5	2.6	-2.98	2.2	16.2	-2.2	4.4
COc1cc(NC(=O)COc2ccc(Br)cc2)ccc1NC(=O)C(C)C	1.1	2.7	-2.4	-2.6	-0.584	-6.6	4.5	-0.1	1.9

Only L929 necroptosis (2 entries from above):
| Compound | L929 necroptosis |
| --- | --- |
| O=C(COc1cccnc1[N+](=O)[O-])NCCc1ccccc1 | 2.5 |
| Cn1c(Cc2cccc3ccccc23)nnc1SCC(=O)N1CCN(c2ccccc2)CC1 | -0.3 |

Continuation.
SMILES	L929 necroptosis	Rad51 HR inh	FXIa inh	Thrombin inh	KCC2 mod	Hck Nef HTS	FXIIa inh	TNF necrop inh	hK5 inh
CC(=O)C1=C(c2ccccc2)NC(=O)NC1c1ccccc1OCC#N (stereo not drawn)	-0.8	6.7	2.0	1.9	-0.593	2.6	15.1	-2.0	-13.3
COC(=O)Cc1c(C)nc2nc(-c3ccco3)[nH]n2c1=O	2.1	-5.1	5.2	4.3	0.535	4.3	7.9	0.1	-22.8
N#CCCN(Cc1cccnc1)C(=O)c1sc2cc(F)ccc2c1Cl	0.6	x	-0.7	-4.5	-0.557	-14.2	8.7	1.5	-13.7
Cc1ccc(N/N=C2\COC(C)(C)CC2=O)cc1	-0.3	x	6.9	-5.9	0.367	1.2	9.4	1.5	-20.4
CCOC(=O)c1ccccc1NC(=O)COc1cc(=O)n(CC)c2ccccc12	0.5	-6.3	3.5	-0.8	-0.0871	5.8	11.1	-5.6	-10.9
COc1cc(/C=N/NC(=O)c2cccc([N+](=O)[O-])c2)cc(OC)c1O	-0.3	-4.4	-6.1	-5.6	0.0757	11.3	0.4	0.6	3.8
COC(=O)C(O)(CC(=O)c1ccc(OC)cc1)C(F)(F)F (stereo not drawn)	0.5	3.5	2.7	-7.7	0.795	-1.0	0.9	1.7	0.9
O=C(CSc1nc2c(c(=O)n1-c1ccccc1)SCC2)N1CCN(c2ccccc2)CC1	-0.1	3.3	-4.5	-1.8	-7.56*	-1.7	-0.5	-1.4	4.5
COc1ccccc1N(C(=O)CNS(=O)(=O)c1ccccc1)C(C(=O)NCc1ccco1)C(C)C (stereo not drawn)	0.1	x	0.8	0.2	0.483	2.6	-1.7	-1.6	-9.9
O=C(CNc1cccc2ccccc12)N/N=C/c1ccc(C(=O)O)cc1	0.5	x	5.8	-7.7	0.285	-0.3	5.7	1.7	-30.6

The list is partial; the hit share may differ from the screen's.
